# aSyn yeast rescue = rescues yeast growth from alpha-synuclein toxicity; Potency, µM (titrated, usually from 46.1 µM), for inactives: at the highest dose growth rescue (activation), actives largely listed as activators; 0.02% of 94,000 active; AID 1347070; S. cerevisiae alpha-synuclein toxicity rescue, BacTiter-Glo growth, 24 h; active = well fitted activation curve with a large enough effect; inconclusive = small, poorly fitted or top-dose-only effect; also: 0% is about no effect
#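 Growth restoration measured by BacTiter-Glo luminescence after 24 hr at 30 deg C; alpha-synuclein yeast, raffinose-pregrown to mid-log, were added at OD600=0.02 in galactose medium onto pinned compounds.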
# * = called active by the depositor; ? = inconclusive. Potency is read from the fitted curve at half-maximal effect.
SMILES,aSyn yeast rescue
N#Cc1ccc(NC(=O)c2cc(-c3cccs3)on2)cc1,1%
CCOC(=O)c1ccc(N2C(=O)c3[nH]nc(-c4ccc(OC)cc4)c3C2c2cccc(O)c2)cc1 (configuration not stated),-4%
NNC(=O)c1cc(-c2ccc(O)cc2)nc2ccc(Br)cc12,2%
CCn1ccc2c(OCC(=O)Nc3ccc(C(C)=O)cc3)cccc2c1=O,0%
O=C(Cn1nc(Cc2cccnc2)c2ccccc2c1=O)Nc1cccc(C(F)(F)F)c1,-10%
CCN(CC)c1ccc2nc3c(=O)n(C)c(=O)n(C)c3nc2c1,-16%
Cn1nnnc1SCCCNCc1ccccc1OCc1ccccc1Cl,1%
CCOC(=O)c1ccccc1NC(=O)CSc1nc(=O)[nH]c2c1CCCC2,2%
O=C(CCC(=O)N1CC2CCCN2c2ccccc21)NCc1ccc(Cl)cc1 (configuration not stated),-4%
O=C(CSc1n[nH]c(-c2ccccc2Cl)n1)N1CCN(c2ccccc2F)CC1,-10%
O=C(c1ccc(Cl)c(S(=O)(=O)N2CCCC2)c1)N1CCN(c2ccc(F)cc2)CC1,-5%
CC1CCC(NC(=O)c2nn(C)c(=O)c3ccccc23)CC1 (configuration not stated),-2%
CCC(=O)N1CCc2cc(S(=O)(=O)NC(Cc3ccccc3)C(=O)Nc3cccc(OC)c3)ccc21 (configuration not stated),9%
CCOC(=O)C1=C(C)NC(C)=C(C(=O)OCC)C1C(=O)OCC(=O)N(CC)C1CCS(=O)(=O)C1 (configuration not stated),3%
O=C(Nc1cc(C(F)(F)F)ccc1Cl)c1nc2ccccc2nc1N1CCCCC1,9%
Nc1nc2ncc(-c3ccsc3)c(N)n2n1,14%
CCC(C)[C@H](NC(=O)Nc1ccc2c(c1)OCCO2)C(=O)OC (some centres not stated),7%
OCCC1CN(Cc2ccc(Oc3ncccn3)cc2)CCN1C1CCCCC1 (configuration not stated),2%
COc1ccc(CCC(=O)NC2CCCc3ccccc32)cc1OC (configuration not stated),4%
COC(=O)c1ccc(Cn2nc(-c3ccc(C)cc3)ccc2=O)cc1,10%
CCCOc1ccc(C(=O)Nc2ccc3oc(-c4ccc(N(C)C)cc4)nc3c2)cc1,-7%
O=C(CN1C(=O)COc2ccc(S(=O)(=O)N3CCOCC3)cc21)N1CCN(c2ccc(F)cc2)CC1,4%
C=CCOc1ccc(/C=C(\C#N)C(=O)Nc2ccccn2)cc1OC,-2%
Cc1cccn2c(=O)c(/C=C(\C#N)S(=O)(=O)c3ccccc3)c(Oc3ccc(Cl)cc3)nc12,5%
O=C(NCCCc1nc2ccccc2n1Cc1ccccc1Cl)C1CCCCC1,-5%

# Of the compounds above, 3 have a cyano group.
SMILES,aSyn yeast rescue
N#Cc1ccc(NC(=O)c2cc(-c3cccs3)on2)cc1,1%
C=CCOc1ccc(/C=C(\C#N)C(=O)Nc2ccccn2)cc1OC,-2%
Cc1cccn2c(=O)c(/C=C(\C#N)S(=O)(=O)c3ccccc3)c(Oc3ccc(Cl)cc3)nc12,5%

# In another format: results already given
Molecule	aSyn yeast rescue
Nc1nc2ncc(-c3ccsc3)c(N)n2n1	14%
CCC(C)[C@H](NC(=O)Nc1ccc2c(c1)OCCO2)C(=O)OC (some centres not stated)	7%
OCCC1CN(Cc2ccc(Oc3ncccn3)cc2)CCN1C1CCCCC1 (configuration not stated)	2%
COc1ccc(CCC(=O)NC2CCCc3ccccc32)cc1OC (configuration not stated)	4%
COC(=O)c1ccc(Cn2nc(-c3ccc(C)cc3)ccc2=O)cc1	10%
CCCOc1ccc(C(=O)Nc2ccc3oc(-c4ccc(N(C)C)cc4)nc3c2)cc1	-7%
O=C(CN1C(=O)COc2ccc(S(=O)(=O)N3CCOCC3)cc21)N1CCN(c2ccc(F)cc2)CC1	4%

# Other compounds:
SMILES,aSyn yeast rescue
CN(C1CCCCC1)S(=O)(=O)c1ccc2c(c1)c(=O)c(C(=O)NCc1ccccc1Cl)cn2C,5%
N#Cc1c(N2C(=O)Nc3ccccc3N2O)sc2c1CCCC2,-1%
O=C(COc1ccc(Cl)cc1)Nc1ccc2oc(=O)ccc2c1,4%
COc1cccc(/C=C/C(=O)OCC(=O)Nc2ccc(Cl)c(S(=O)(=O)N(C)C)c2)c1OC,0%
COc1ccc(CCNc2ncnc3c2cnn3-c2cc(Cl)ccc2C)cc1,-21%
CC(C)(C)OC(=O)N1CCC(c2c(C(=O)N3CCN(C(=O)c4ccco4)CC3)cnn2-c2ccccc2)CC1,2%
CCSc1ncc(Cl)c(C(=O)N(Cc2ccc(N(C)C)cc2)Cc2ccco2)n1,2%
CCOc1ccccc1NC(=O)c1sc2nc(C)cc(C)c2c1N,-8%
CCc1ccc(NC(=O)c2ccc(F)c(S(=O)(=O)N(C)C3CCCCC3)c2)cc1,-5%
CCOc1ccc(N(Cc2ccccc2F)C2=NC3CS(=O)(=O)CC3S2)cc1 (configuration not stated),-9%
CCCC12CN3CC(CCC)(CN(C1)C3c1ccccc1)C2=O (configuration not stated),-5%
COc1ccc(CN(Cc2ccco2)C(=O)COc2ccccc2OC)cc1,2%
CCOc1ccc(C(=O)Nc2ccc(Cl)c(-c3nc4cc(C)cc(C)c4o3)c2)cc1,1%
Cc1nn(CC(=O)Nc2ccc(C(C)C)cc2)c(=O)c2c(C)n(-c3ccc(Cl)cc3)nc12,-4%
COc1ccc(C(CNC(=O)CNC(=O)c2cc(OC)c(OC)c(OC)c2)N2CCOCC2)cc1 (configuration not stated),2%
O=c1nc2ccccn2c2ccc(S(=O)(=O)N3CCCCC3)cc12,1%
CCCN(C(=O)Cn1ncc2c([nH]c3ccccc32)c1=O)c1ccc(F)cc1,11%
Cc1cc2c(=O)[nH]c(N)nc2[nH]1,0%
N#Cc1c(SC(C(=O)O)c2ccccc2)nc2c(c1-c1cccs1)CCCC2 (configuration not stated),-14%
COc1ccc(C)cc1S(=O)(=O)Nc1cccc(-c2ccc(N3CCC(C)CC3)nn2)c1,7%
O=C(COc1ccccc1)NC1CCSc2ccccc21 (configuration not stated),4%
CCOC(=O)c1ccc(NC(=O)/C(C#N)=C/c2ccc(OC)cc2)cc1,-1%
CC1(C)COC2(OC1)C(=O)Nc1ccccc12,0%
C=CCNC(=S)N1CCN(CCN=Cc2c(C)[nH]n(-c3ccc([N+](=O)[O-])cc3)c2=O)CC1,-16%
COc1cccc(CNC(=O)C2CCN(S(=O)(=O)c3ccc(C)cc3)CC2)c1,10%

# New compounds follow:
SMILES,aSyn yeast rescue
Nc1ccc2nc(CCCO)[nH]c2c1,-3%
CCOC(=O)C(C)n1cnc2c(nnn2-c2cccc(Cl)c2)c1=O (configuration not stated),-4%
CN(c1c[nH]c(=O)[nH]c1=O)C1CCCCC1,1%
CC(=O)N1C[C@H]2CON(C)[C@H]2C[C@H]1c1cccc(-c2ccc(C#N)cc2)c1,-3%
CCN1C(C(=O)c2ccccc2)=C(OC(=O)c2ccc(Cl)cc2)c2ccccc2S1(=O)=O,6%
COc1ccc(C(=O)NCC(c2ccc(N(C)C)cc2)N2CCc3ccccc32)c(OC)c1 (configuration not stated),-3%
Cc1cc(C(F)(F)F)cc(NNC(=O)NC(=O)c2c(F)cccc2Cl)n1,7%
CCOC(=O)c1c(C)[nH]c(C)c1S(=O)(=O)N(C)CC(=O)Nc1ccc(C)cc1Br,2%
CCCC(c1nnnn1Cc1ccc2c(c1)OCO2)N1CCC(C(N)=O)CC1 (configuration not stated),-4%
COc1ccc(NC(=O)NCc2cccn2Cc2ccc(F)cc2)cc1OC,3%
Cn1c(=O)c2c(-c3cccc(Br)c3)n(C(C)(C)CO)cc2n(C)c1=O,-3%
COc1cccc(C(=O)NCC(=O)N/N=C(C)\C=C\c2ccccc2)c1,8%
NC(=O)COc1ccc(S(=O)(=O)N2CCCC2)cc1,-3%
Cc1ccc(NC(=O)CSc2[nH]c(=O)ncc2C)cc1,1%
CC(=O)Nc1ccc(/C=C/c2nc3ccccc3[nH]c2=O)cc1,-4%
Cc1cc(/C=C2/NC(=O)NC2=O)c(C)n1-c1ccc(C#N)cc1,18%
COc1ccc(CNC(=O)C2CCN(C(=O)c3ccc(-n4ccc5ccccc54)s3)CC2)cc1,1%
Cc1nc2ccccn2c(=O)c1NC(=O)c1cccc(F)c1,-8%
O=C1NC(CCc2ccccc2)C(=O)N1Cc1cccc2ccccc12 (configuration not stated),8%
Cc1ccccc1S(=O)(=O)N(C)C[C@@H]1OCc2cnnn2CCCC(=O)N([C@@H](C)CO)C[C@@H]1C,-3%
Cc1ccc(C)c(S(=O)(=O)NCCc2csc(-c3ccc(Cl)cc3)n2)c1,?
Cc1cccc(NC(=O)CN(C)S(=O)(=O)c2ccc3c(c2)c(=O)n(C)c(=O)n3C)c1C,-10%
O=C(CSc1nncn1-c1cccnc1)Nc1ccccc1C(F)(F)F,-3%
CCN1CCCc2cc(CN(CCN3CCOCC3)C(=S)Nc3cc(F)cc(F)c3)ccc21,-6%
CCCCNc1ccc(-c2nc(-c3ccco3)no2)cc1[N+](=O)[O-],-1%

# Later entries:
SMILES,aSyn yeast rescue
CCOc1ccc(S(=O)(=O)n2nc(C)c(S(=O)(=O)N3CCCCC3)c2C)cc1,3%
O=C(NC(Cc1c[nH]c2ccccc12)C(=O)N/N=C/c1ccc(Cl)cc1)c1cccs1 (configuration not stated),13%
Cc1cccc(Cn2c(=O)n(-c3cc(C)cc(C)c3)c(=O)c3oc4ccccc4c32)c1,-10%
Cc1cccc(Cn2cc(SCC(=O)Nc3nccs3)c3ccccc32)c1,-4%
CC1CCN(S(=O)(=O)c2ccc3c(c2)N(CC(=O)NC(C)c2ccccc2)C(=O)CO3)CC1 (configuration not stated),1%
Cc1ccccc1-n1c(=O)c2c3c(sc2n2cnnc12)CCCC3,-14%
Cc1ccc(C#N)c(=O)n1CC(=O)Nc1ccccc1C(F)(F)F,-17%
CCOc1ccc(Cn2nnc(C(=O)Nc3cccc(SC)c3)c2N)cc1,3%
Cc1cc(C)cc(N2CCn3c2nc2c3c(=O)n(Cc3ccc(Cl)cc3)c(=O)n2C)c1,-13%
CCC(C(=O)N1CCN(c2cccc(C)c2C)CC1)n1nc(C)c2sc3ccccc3c2c1=O (configuration not stated),21%
CCOC(=O)c1ccccc1NC(=O)CCc1nc(-c2ccc(C)cc2)no1,-12%
CCN(CC)CCn1c2c(c(SCC(=O)Nc3cc(OC)cc(OC)c3)nc1=O)CCC2,3%
CCOc1ccc(S(=O)(=O)N2CCN(C(=O)Cc3ccc(S(=O)(=O)N4CCOCC4)s3)CC2)cc1,-5%
Cn1cc(S(=O)(=O)N2CCc3ccccc32)cc1C(=O)Nc1ccc(C(F)(F)F)cc1,-8%
COC(=O)c1cc(=O)n(Cc2ccc(F)cc2)c(=Nc2ccccc2)s1,1%
CC(=O)N1c2c(cc(Br)cc2S(=O)(=O)Nc2ccccc2C)CC1C (configuration not stated),-8%
COc1ccc(CCNc2ccc(N3C(=O)CC(C)C3=O)cc2[N+](=O)[O-])cc1OC (configuration not stated),-11%
NC(=O)c1cc([N+](=O)[O-])ccc1NCc1cccnc1,-12%
O=C(Cn1c(=O)n(-c2cccc(Cl)c2)c(=O)c2sc3ccccc3c21)N1CCCC1,1%
C(=Cc1nc2ccccc2o1)c1ccc2c(c1)OCO2,-9%
COc1ccc(OC)c(CCNC(=O)c2cnn(-c3ccccc3)c2C2CCN(C(=O)OC(C)(C)C)CC2)c1,-5%
O=C(CC1(O)C(=O)N(CCc2ccccc2)c2ccc(Br)cc21)c1ccc(F)cc1 (configuration not stated),?
Cc1ccc(S(=O)(=O)c2nc(-c3ccc(F)cc3)oc2SCC(=O)NC2CCCCC2)cc1,2%
O=C(Cn1c(=O)n(Cc2ccco2)c(=O)c2oc3ccccc3c21)Nc1ccc(F)c(Cl)c1,-1%
CCCN(CCC)CCNC(=O)C1CCCN(S(=O)(=O)c2cccc3nsnc23)C1 (configuration not stated),6%

# The listing continues.
SMILES,aSyn yeast rescue
Cc1ccc(S(=O)(=O)Nc2nc(CN3CCOCC3)nc3sc(C(=O)O)c(C)c23)cc1,6%
CCC(C)C(CO)NCCCn1ccc(NC(=O)OCc2ccccc2)nc1=O (configuration not stated),-3%
COc1ccc(Cl)cc1NC(=O)Cn1c(=O)n(Cc2ccco2)c(=O)c2ccc(C(=O)NC3CCCC3)cc21,11%
Cc1ccc2c(=O)cc(C(=O)Nc3nnc(C)s3)oc2c1,-3%
Cc1ccc(C)c(CN2C(=O)c3ccccc3S(=O)(=O)c3ccc(C(=O)OCC4CCCO4)cc32)c1 (configuration not stated),-1%
Cc1ccc(N2CC(NC(=O)c3cc4ccccc4o3)CC2=O)cc1 (configuration not stated),0%
CC(=O)c1cccc(NC(=O)c2cc3sc(Cl)cc3n2C)c1,-1%
CCOC(=O)c1c(-c2ccc(OC)cc2)oc2ccc(OCc3ccc(Br)cc3)cc12,-3%
c1ccc(-c2ccc(-c3ccccn3)s2)nc1,1%
CCOC(=O)c1ccc(NC(=S)Nc2ccc3[nH]c(=O)[nH]c3c2)cc1,2%

# This is a subset; count on the stated rates, not on these rows.
